# From PubChem
# 14-3-3 Bad inh: inhibitors of 14-3-3 zeta/Bad binding, primary screen, biochemical, TR-FRET, bovine 14-3-3 zeta. 14-3-3 protein zeta/delta (Bos taurus), P63103. TR-FRET 14-3-3zeta/Dy647-pBad peptide displacement, 1 h. inhibition, % at 21.7 µM. 220,000 tested, 0.71% active. AID 781, 2007;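 active means inhibition above about 70%, limit read from the data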;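 further: 0% = full 14-3-3 plus peptide FRET controls and 100% = background without 14-3-3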
# FXIIa inh: human FXIIa protease inhibitors, primary screen, biochemical, 1536-well | 220,000 tested, 0.3% active | AID 800, 2007 | inhibition, % at 5 µM | Coagulation factor XII (Homo sapiens), P00748 | purified FXIIa, Boc-QGR-AMC fluorogenic substrate, 2 h; in the data active means inhibition above about 40%;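 further: 0% = enzyme with no compound and 100% = blank without enzyme; many of its hits are not listed in these tables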
# Wee1 degr inh: Wee1 degradation inhibitors, primary screen, cell-based, HeLa, Wee1K328M-luciferase, luminescence. AID 1321, 2008. reporter increase, % at 5 µM. Wee1-like protein kinase (Homo sapiens), P30291. 220,000 tested, 1.2% active. HeLa Luc-Wee1K328M stability; 100% = proteasome inhibitor MG132 effect;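 active means activation above the mean of all tested compounds plus 3 SD, set per screening run, cut at about 8.8% in these data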;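 further: cells exposed to compound for 20 h before luminescence read; 0% = DMSO alone and 100% = MG132 at 30 µM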
# Thrombin inh: human alpha-thrombin inhibitors, primary screen, counter-screen for coagulation protease inhibitor project, biochemical, 1536-well, fluorogenic AMC substrate | Boc-VPR-AMC fluorogenic substrate cleavage | AID 1046, 2008 | 220,000 tested, 0.26% active | Prothrombin (Homo sapiens), P00734 | inhibition, % at 5 µM;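 active means inhibition at or above 40%; inactive means inhibition below 40%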;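 further: 0% = enzyme with no compound and 100% = wells without enzyme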
#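 Assay system: human alpha-thrombin enzyme. Reagent: Boc-VPR-AMC substrate, 15 µM final. Compound dosing: one concentration per compound, 5 µM, with 0.2% DMSO. Incubation: room-temperature reaction. Technique: AMC fluorescence, 355/460 nm. Measure: % inhibition relative to enzyme controls and enzyme-free blanks.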
# Hck-Nef inh: inhibitors of Nef-activated human Hck kinase, primary screen, biochemical, Z-Lyte FRET, 384-well, Hck-YEEI; Tyrosine-protein kinase HCK (Homo sapiens), P08631; Recombinant Hck-YEEI plus Nef, Z-Lyte FRET kinase assay; inhibition, % at 20 µM; 220,000 tested, 0.68% active; AID 463187, 2010;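 active means Hck-Nef kinase inhibition above about 50%, limit read from the data; inactive means inhibition below that limit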;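 further: 0% = DMSO with Hck plus Nef and 100% = Hck alone without Nef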
# FXIa inh 1536: human FXIa protease inhibitors, primary screen, biochemical, 1536-well; Coagulation factor XI (Homo sapiens), P03951; purified FXIa, Boc-Glu-Ala-Arg-AMC fluorogenic substrate; inhibition, % at 5 µM; 220,000 tested, 0.14% active;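 active means inhibition of at least 40%; inactive means inhibition below 40%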;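 further: fluorescence of freed AMC excited at 355 nm; 0% = enzyme without compound and 100% = no enzyme blank; many of its hits are not listed in these tables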
# Target sequence (P03951 19-387 limits assumed): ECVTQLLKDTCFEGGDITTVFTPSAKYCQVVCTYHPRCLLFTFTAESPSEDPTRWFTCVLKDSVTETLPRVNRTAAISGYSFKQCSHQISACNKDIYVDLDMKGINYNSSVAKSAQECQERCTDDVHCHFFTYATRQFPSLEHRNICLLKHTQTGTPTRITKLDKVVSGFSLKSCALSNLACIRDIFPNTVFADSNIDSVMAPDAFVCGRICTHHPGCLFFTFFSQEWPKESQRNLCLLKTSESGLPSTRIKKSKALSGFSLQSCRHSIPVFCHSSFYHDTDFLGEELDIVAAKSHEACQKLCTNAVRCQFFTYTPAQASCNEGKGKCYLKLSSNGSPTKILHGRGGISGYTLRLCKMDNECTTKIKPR
# Target sequence (P03951 388-625 limits assumed): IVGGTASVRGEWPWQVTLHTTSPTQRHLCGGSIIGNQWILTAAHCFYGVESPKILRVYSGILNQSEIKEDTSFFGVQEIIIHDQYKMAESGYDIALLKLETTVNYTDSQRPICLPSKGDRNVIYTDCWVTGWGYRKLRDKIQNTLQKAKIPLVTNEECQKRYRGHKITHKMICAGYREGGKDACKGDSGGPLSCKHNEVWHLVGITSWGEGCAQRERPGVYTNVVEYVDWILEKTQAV
# Runt-CBFb FRET: inhibitors of RUNX1 Runt–CBFb binding, primary screen, biochemical, FRET, Cerulean-Runt, Venus-CBFb, uHTS; inhibition, % at 20 µM; Runt-related transcription factor 1 (Homo sapiens) + Core-binding factor subunit beta …; AID 1496, 2009; Cerulean-Runt/Venus-CBFb FRET ratio 530/480, 1 h; 220,000 tested, 0.46% active;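 active means inhibition over about 50% at 20 µM in the single-dose screen, limit read from the data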;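 further: 0% = DMSO wells and 100% = excess unlabeled CBFb competitor control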
#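 Reagent – Venus-CBFb binding partner, 100 nM · Assay system – Cerulean-tagged RUNX1 Runt domain (FRET donor) fusion protein · Input – 100 nM per protein · Incubation – two 1 h room-temperature incubations shielded from light · Measured by – FRET fluorescence · Medium – Tris buffer pH 7.5 with salts and BSA · Benchmarks – unlabeled CBFb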
# KLK5 inh: human KLK5 protease inhibitors, primary screen, biochemical, 1536-well | recombinant hK5, fluorogenic AMC substrate cleavage | inhibition, % at 5 µM | Kallikrein-5 (Homo sapiens), Q9Y337 | 210,000 tested, 0.59% active | AID 873, 2007;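 active means inhibition of 40% or more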;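 further: 0% = enzyme controls without compound and 100% = no-enzyme blanks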
# Target sequence (Q9Y337 67-293 limits assumed): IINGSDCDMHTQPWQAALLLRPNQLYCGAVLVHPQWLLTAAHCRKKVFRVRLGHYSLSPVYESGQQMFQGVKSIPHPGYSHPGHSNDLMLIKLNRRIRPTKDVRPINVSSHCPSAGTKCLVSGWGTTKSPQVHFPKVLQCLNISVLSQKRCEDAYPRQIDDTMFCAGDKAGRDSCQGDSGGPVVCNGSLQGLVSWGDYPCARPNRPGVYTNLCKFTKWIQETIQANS
# Runt-SMMHC FRET: inhibitors of RUNX1 Runt–CBFb-SMMHC binding, primary screen, biochemical, FRET, Cerulean-Runt, Venus-CBFb-SMMHC, uHTS. Cerulean-Runt/Venus-CBFb-SMMHC FRET ratio 530/480, 1 h. inhibition, % at 20 µM. 220,000 tested, 0.74% active;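 active means mean inhibition across duplicate retests at 20 µM reaching about 50%, limit read from the data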;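 further: 0% = DMSO wells and 100% = wells with excess untagged CBFb-SMMHC; inhibitors lower the FRET ratio by blocking Runt binding to CBFb-SMMHC; some results filed as inactive read as strong as hits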
# The depositor's hits bear a star; x = not tested or not shown; [ ] = dose if it differs, or a comment. The order is random. Share with any hit: about 4.2%.
SMILES,14-3-3 Bad inh,FXIIa inh,Wee1 degr inh,Thrombin inh,Hck-Nef inh,FXIa inh 1536,Runt-CBFb FRET,KLK5 inh,Runt-SMMHC FRET
Cc1cc(N2CCN(S(=O)(=O)c3ccc4ccccc4c3)CC2)n2ncnc2n1,1.1,4.1,-3.7,-12.9,22.5,-4.7,-2.4,-5.3,-3.2
Cc1nc2nc(-c3ccccc3)cc(=O)n2[nH]1,3.9,8.7,4.5,-1.3,2.4,1.0,-0.1,-7.0,0.9
CC1c2ccsc2CCN1S(=O)(=O)c1cccs1 (stereo not drawn),3.5,7.3,0.9,-0.4,10.3,8.1,0.0,10.1,-2.5
Cn1c(SCC(=O)Nc2cccc(F)c2)nc2c([nH]c3ccccc32)c1=O,-5.2,-2.2,3.7,-1.2,39.7,-2.7,-5.5,-9.3,-14.4
Cc1ccc(NC2=C/C(=N/S(=O)(=O)c3cccs3)c3ccccc3C2=O)cc1,-5.1,29.0,1.0,4.4,2.6,22.6,-1.9,-10.2,-2.8
O=C(NCCc1nc2ccccc2[nH]1)/C(=C/c1ccco1)NC(=O)c1ccccc1Br,2.3,16.3,3.2,2.0,-3.0,6.7,-0.5,-12.9,-3.7
Cc1ccc(CN2CCN(/N=C/c3sccc3C)CC2)c(C)c1,-3.7,12.0,1.2,-1.8,-0.7,-2.5,1.4,-5.4,5.4
Cc1ccc(-c2cc(C(F)F)n3ncc(C(=O)Nc4cn(C)nc4C)c3n2)cc1,-8.0,4.3,1.8,-5.8,22.1,-2.1,x,-1.4,x
O=C(COc1ccccc1O)Nc1ccccc1Cl,11.0,-1.7,7.1,-8.2,5.1,-11.3,0.5,5.5,-5.8
COc1ccc(C2C(CN3CCOCC3)C(=O)N2c2ccccc2)cc1 (stereo not drawn),0.3,2.4,2.4,-2.1,-13.0,-4.3,-1.4,-5.7,4.1
O=C(c1cccs1)N1CCN(Cc2ccncc2)CC1,73.5*,-26.4,3.3,-8.2,1.3,-22.1,-0.3,-13.2,-5.1
COc1ccccc1C(=O)Nc1ccc(N2CCN(Cc3ccccc3)CC2)cc1,-20.6,30.6,0.7,16.3,-0.2,14.2,-1.3,28.3,1.7
CC(C)CSc1nnc2c(n1)[nH]c1ccccc12,1.2,15.7,2.7,1.6,4.5,2.5,3.3,-1.3,2.4
CC1c2[nH]c3ccccc3c2CCN1S(C)(=O)=O (stereo not drawn),-21.9,-24.3,-2.4,-4.7,4.5,-23.3,0.5,1.1,-0.2
Nc1ccc2nc(SCC(=O)Nc3ccc(N4CCOCC4)c(Cl)c3)sc2c1,10.7[fluorescence artefact?],7.9,-1.9,0.4,-2.4,-3.1,-0.6,-5.2,4.6
O=C(Nc1c(O)c2ccccc2[nH]c1=O)c1ccco1,5.1,3.0,2.3,1.1,19.0,-1.1,14.4,2.4,-3.0
CCOc1ccccc1N(CC(=O)Nc1ccc2c(c1)OCO2)S(C)(=O)=O,-5.6,13.6,-0.8,4.1,1.0,6.5,-2.6,-5.2,-6.5
O=C(Cc1cccs1)N(c1ccc(F)cc1)C1(C(=O)NC2CCCCC2)CCCC1,-22.1,12.9,-0.2,-7.0,5.5,11.3,-0.1,-20.7,0.8
CC(=O)Nc1ccc(-c2nnc(SCC(=O)Nc3ccc4c(c3)oc3ccccc34)n2C)cc1,35.0,6.6,-0.9,-0.5,-0.5,-3.4,-1.1,-0.2,6.0
CCOC(=O)/C(=N/Nc1ccccc1OC)N1CCCc2ccccc21,-2.5,7.5,-0.8,-1.9,-36.0,3.7,-4.5,0.8,-4.7
CC1(C)C(=O)Nc2ccccc2N1C(=O)CSc1nc(-c2ccccc2)cs1,-12.1,4.3,-2.0,-4.7,5.9,-5.6,3.3,-13.0,-7.5
CN(CC(=O)NCc1cccnc1)S(=O)(=O)c1ccccc1,2.1,2.8,-0.7,-5.2,13.5,-1.4,0.9,1.3,-0.8
Cc1ccc(C)c(N2CN(CCC3=CCCCC3)CNC2=S)c1,-3.5,1.9,2.1,-9.7,2.4,5.0,-0.5,-8.9,-4.7
Cc1ccc2nc(N/N=C/c3ccccc3F)nc(-c3ccccc3)c2c1,1.3[fluorescence artefact?],10.0,1.3,-3.8,0.5,8.5,2.9,-8.3,4.9
Cc1c(Cl)c(=O)n2c(=O)c(Cl)c(C)n12,-3.1,-0.4,5.7,-9.0,-67.8,-4.0,20.8,-5.3,86.1*

# Further compounds
SMILES,14-3-3 Bad inh,FXIIa inh,Wee1 degr inh,Thrombin inh,Hck-Nef inh,FXIa inh 1536,Runt-CBFb FRET,KLK5 inh,Runt-SMMHC FRET
N#C/C(=C\Nc1ccc(Cl)cn1)S(=O)(=O)c1ccccc1,4.5,8.9,2.7,-4.2,10.8,2.9,0.2,-6.8,2.6
O=C(COC(=O)Cn1cnc2ccccc21)Nc1ccc2c(c1)C(=O)c1ccccc1C2=O,45.9,15.5,4.7,4.5,5.0,3.8,0.5,-7.3,-27.8
Oc1ccccc1/C=N/n1cnn(Cc2ccccc2Cl)c1=S,-7.8,7.7,0.5,-6.6,6.6,4.4,12.9,-16.8,-14.2
Cc1ccc(NC2c3ncccc3C(=O)N2c2ccccc2C)cc1C (stereo not drawn),93.8*,13.3,0.1,4.5,-0.6,-1.4,6.4,46.7*,-26.3
CC(=O)NC(Cc1ccccc1)C(=O)NC1CCN(C(=O)NC2CCCCC2)CC1 (stereo not drawn),-4.4,3.9,1.9,1.0,0.6,-4.5,-0.4,-12.2,-6.9
CC(C)c1c(O)nc(SCC(=O)N2CCOCC2)[nH]c1=O,13.0,11.0,-3.8,0.7,0.6,5.5,0.5,3.2,1.3
O=C(NCC1CCCO1)c1coc2nc3ccccc3nc12 (stereo not drawn),12.3[fluorescence artefact?],-5.2,-0.3,-0.4,9.1,-7.9,1.7,-24.8,4.9
CCN(CCn1cccn1)C(=O)CCc1nnc(Cc2c[nH]c3ccccc23)o1,-7.5,9.6,6.0,-10.7,18.7,-3.9,-0.2,-1.5,2.9
CC(C)N(CCc1ccncc1)C(=S)Nc1ccc(F)c(Cl)c1,-9.6,7.2,-1.1,-0.2,2.0,-1.0,0.5,x,0.1
COc1ccc(CC(=O)NC2CCN(CC(=O)Nc3ccc4c(c3)OCCO4)CC2)cc1OC,-2.2,-2.9,0.5,-11.8,-0.8,-5.7,-1.4,-2.9,-0.6
CCOC(=O)c1cnc2c(C)cccc2c1NCCc1ccc(OC)c(OC)c1,1.0,-2.5,-1.1,-1.8,-0.4,-15.7,-3.9,-28.0,-4.5
COc1ccc(CCNC(=O)COc2ccccc2[N+](=O)[O-])cc1OC,5.6,0.2,-1.3,-13.3,26.7,0.7,2.0,-0.5,-9.9
CC1(C(=O)NC2CCCCCCC2)CCC(=O)N1CCN1CCOCC1 (stereo not drawn),5.1,13.4,-1.2,-1.8,-0.7,11.9,-0.3,-0.7,0.7
CN(C)c1cc(-c2ccc(Cl)c(Cl)c2)oc(=O)c1Cl,31.8,10.8,2.2,1.2,32.4,2.0,-2.2,0.8,-6.8
Cc1cc(C(=O)OCC(=O)Nc2ccc(F)cc2F)c(C)o1,-11.6,6.6,-2.5,-2.3,1.6,-3.0,-1.9,-3.7,-1.1
O=C(COC(=O)c1ccc(NS(=O)(=O)c2cccs2)cc1)NCc1ccco1,35.6,20.4,-0.6,27.3,57.3*,12.5,7.1,-1.4,-7.0
CC(C)CNS(=O)(=O)c1ccc(CC(C)C)cc1,-8.0,6.8,-1.8,-17.4,24.3,-3.0,-2.6,-0.9,1.5
O=C1C=C(c2ccccc2)C[C@H](c2cccs2)[C@H]1n1cnc([N+](=O)[O-])c1,7.1,17.8,0.4,3.1,7.5,3.3,2.0,-3.4,8.0
CN(C)S(=O)(=O)c1ccc(NC(=O)C2COc3ccccc3O2)cc1 (stereo not drawn),-7.6,-1.0,-2.0,20.2,1.6,-10.8,-1.4,19.1,-1.4
NC(=S)Nc1ccc(Cl)c(Cl)c1,-2.2,7.2,-0.5,-0.6,18.5,1.6,1.8,0.6,2.4
Nc1nc(SCc2ccccc2Cl)[nH]c(=O)c1-c1ccccc1,-2.6[fluorescence artefact?],12.3,0.8,1.1,5.7,6.8,-1.6,-5.5,-7.0
O=S(=O)(NC1c2cccc3cccc(c23)C1N1CCNCC1)c1ccc(Cl)cc1 (stereo not drawn),-12.1,19.9,1.5,-11.7,19.7,0.0,-2.5,-2.6,-2.2
COCCNC(=O)COC(=O)/C=C/c1c(C)nn(Cc2ccc(Cl)cc2Cl)c1Cl,-4.2[fluorescence artefact?],5.8,-1.5,-0.1,2.3,-3.8,-0.4,-6.5,-4.1
CC1CC(C)(C)NC(=S)N1CCCC(=O)NCc1ccccc1 (stereo not drawn),-8.8,7.0,2.8,-1.5,-3.1,-0.2,0.3,0.0,-0.5
CC(=O)Nc1nc2ccc(C(=O)NCCOC(=O)C3CCCCC3)cc2s1,-11.7,6.4,-1.6,-3.8,23.2,-1.8,-2.1,2.6,3.2
